Source: PubChem (Broad Institute)
RAD54 branch = inhibitors of human RAD54 branch migration, primary screen, biochemical, fluorescence, single point; RAD54 Holliday junction branch migration, FAM/BHQ fluorescence; inhibition, % at 10.4 µM; hit rate 0.14% among 360,000;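 active = mean normalized replicate activity at least 40 and at least half of replicates scoring 40 or more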;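 also: 0% = median of neutral control wells and 100% = median of positive control wells; inhibitors cause a drop in the FAM fluorescence signal; in these data hits start at about 50%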
Target sequence (Q92698 whole entry, looked up): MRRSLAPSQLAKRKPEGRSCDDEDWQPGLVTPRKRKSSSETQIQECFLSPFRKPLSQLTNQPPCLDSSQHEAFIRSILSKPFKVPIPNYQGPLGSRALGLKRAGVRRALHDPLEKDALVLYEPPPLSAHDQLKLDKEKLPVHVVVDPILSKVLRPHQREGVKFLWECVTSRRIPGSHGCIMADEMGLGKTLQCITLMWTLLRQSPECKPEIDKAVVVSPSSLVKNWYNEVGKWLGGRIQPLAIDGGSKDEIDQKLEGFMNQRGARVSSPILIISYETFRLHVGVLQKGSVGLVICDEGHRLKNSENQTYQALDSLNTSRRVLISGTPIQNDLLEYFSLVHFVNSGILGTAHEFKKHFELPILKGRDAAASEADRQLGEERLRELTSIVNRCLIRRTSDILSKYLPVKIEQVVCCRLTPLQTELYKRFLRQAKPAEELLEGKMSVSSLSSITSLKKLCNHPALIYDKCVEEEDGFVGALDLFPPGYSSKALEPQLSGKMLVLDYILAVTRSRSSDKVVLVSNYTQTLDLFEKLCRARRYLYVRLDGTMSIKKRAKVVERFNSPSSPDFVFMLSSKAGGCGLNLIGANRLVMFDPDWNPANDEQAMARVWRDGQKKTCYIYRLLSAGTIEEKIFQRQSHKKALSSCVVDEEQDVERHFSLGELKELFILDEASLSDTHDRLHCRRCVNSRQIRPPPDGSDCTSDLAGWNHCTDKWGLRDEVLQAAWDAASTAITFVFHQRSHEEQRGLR
esBAF inh = Bmi1 luciferase reporter increase in mESCs, primary screen, esBAF inhibitor project, mouse ES cells, Bmi1 luciferase knock-in, single point; 24 h; 100% = twice the neutral-well signal; reporter increase, % at 12.5 µM; hit rate 2% among 350,000; in the data active = activation above about 40%;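 also: 0% = median of the plate's neutral control wells and 100% = double that signal; a rise in the Bmi1 reporter signal indicates esBAF inhibition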
FN deposition inh = inhibitors of fibronectin matrix deposition, primary screen, AH1F cells, Alexa488-fibronectin fluorescence, plate reader; AH1F fibroblasts, overnight; inhibition, % at 12.6 µM; hit rate 0.086% among 350,000; AID 743247, 2014;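 active = mean inhibition across replicates of 30% or more, regardless of how many single replicates reach that level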;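 also: positive control wells lacked labelled fibronectin entirely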
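Material – AH1F fibroblast monolayer, labelled fibronectin deposition · Reagent – labelled fibronectin 24 nM · Timing – 1 h adhesion, overnight exposure · Measured by – fluorescence at 485 nm excitation, 525 nm emission · Read-out – inhibition of fibronectin deposition signal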
* = called active by the depositor. These rows are one share of the data (hit frequency here may not be typical).

SMILES | RAD54 branch | esBAF inh | FN deposition inh
COc1ccc(N2CCN(C(=S)Nc3cc(C)cc(C)c3)CC2)cc1 | 1 | 13 | -1
O=C(O)c1cccc(N2CCCC2)c1 | -21 | 5 | 4
Cc1c(C(=O)NC2CCCCC2)oc2c1C(=O)CC(C)(C)C2 | 7 | 0 | -4
CC1(C)OC(C(N)=O)C(C(N)=O)O1 (centres undefined) | 8 | -4 | -2
Cc1ccc(C(=O)Nc2ccon2)cc1S(=O)(=O)N1CCOCC1 | -7 | -3 | 3
Cc1ccc(OCCCNCCO)c(Br)c1 | -1 | -2 | 8
C=CCn1c(-c2cccn(Cc3cccc(Cl)c3)c2=O)n[nH]c1=S | -3 | -5 | -1
COCc1cc(C)nc2sc3c(=O)n(-c4cccc5ccccc45)nnc3c12 | 2 | 2 | 0
CCNc1ccc(Br)cc(C(=O)/C=C/c2ccc(Cl)cc2Cl)c1=O | -7 | 7 | 9
COc1ccc(NC(=S)NCCc2ccccc2OC)c(OC)c1 | 5 | 6 | 13
O=C(Nc1ccc(Cc2ccncc2)cc1)c1ccc(Br)o1 | 0 | 19 | -4
COc1ccc(CCN2C(=O)C3C4CC(C5C(C(=O)O)=NOC45)C3C2=O)cc1OC (centres undefined) | 5 | -2 | 4
CN1C(=O)NC2(O)C(=O)c3ccccc3C12O (centres undefined) | 2 | -1 | 1
CCc1ccc2nc(-c3cccc(C)c3)nc(SCC(=O)NCC3CCCO3)c2c1 (centres undefined) | -4 | 8 | -33
Cc1[nH]n(-c2ccc([N+](=O)[O-])cc2)c(=O)c1C=NCCN1CCN(C(=O)c2cccc(F)c2)CC1 | 0 | -1 | -6
CCS(=O)(=O)Nc1c(C)n(C)n(-c2ccccc2)c1=O | 5 | 3 | 2
Cc1ccc(N(CC(=O)Nc2ccc(S(=O)(=O)N3CCOCC3)cc2)S(C)(=O)=O)cc1C | -21 | -8 | -3
Cc1cc(C)cc(NC(=O)CCc2nc3ccccc3[nH]2)c1 | -3 | -4 | 3
O=C(Nc1ccccc1N1CCN(c2ccc(F)cc2)CC1)c1ccccc1 | 4 | -17 | 6
O=S(=O)(NCc1ccccc1)c1ccc(S(=O)(=O)N(Cc2cccs2)CC2CCCO2)cc1 (centres undefined) | 7 | -12 | -9
Cc1cc(C)c2nc(C(F)(F)F)nc(N3CC(C)OC(C)C3)c2c1 (centres undefined) | -10 | -10 | 15
COc1ccc(CCNC(=O)c2nnn(-c3cccc(C)c3)c2N)cc1OC | -7 | -5 | -6
CC1CC(C)CN(C(=O)c2ccc3c(c2NCCO)C(=O)c2ccccc2C3=O)C1 (centres undefined) | 10 | -2 | 7
CCC/C(=N\NC(=O)CNC(=O)/C=C/c1ccco1)c1ccccc1 | 0 | 1 | -4
COc1cc(C(=O)Nc2ccc(OCC(=O)O)cc2)cc(OC)c1OC | -8 | -1 | -3
Cc1ccccc1-c1nnc(SCC(=O)Nc2cccc(C)c2C)o1 | -6 | 3 | 9
CN1C(=O)CC(N2CCC(C(N)=O)(N3CCCCC3)CC2)C1=O (centres undefined) | -9 | -11 | -6
CCC(=O)c1ccc(N2CCN(C(=O)c3cc([N+](=O)[O-])ccc3N3CCN(C)CC3)CC2)c(F)c1 | -6 | -5 | -10
CC(=O)OCc1c(C(F)(F)F)nn(C)c1Oc1ccccc1 | -3 | -13 | -1
CCC1Oc2ccc(C)cc2N(CC(=O)NCc2ccccc2OC)C1=O (centres undefined) | -7 | 2 | 0
Cc1ccc(C)c(/C(O)=C2\C(=O)C(=O)N(CCCn3ccnc3)C2c2ccncc2)c1 (centres undefined) | -2 | 1 | 3
COc1cccc(NC(=O)N2CCCC2C(=O)NC2CC2)c1 (centres undefined) | 15 | -3 | 4
CCc1ccc(C2(O)CC(C(F)(F)F)=NN2C(=O)Cc2ccc([N+](=O)[O-])cc2)cc1 (centres undefined) | 1 | -1 | -4
CNC(=O)Nc1nnc(C(C)(C)C)s1 | 10 | -3 | 3
CCC1Oc2ccc(C)cc2N(CC(=O)N(Cc2cccnc2)Cc2ccc(C)o2)C1=O (centres undefined) | -6 | -8 | -3
Cc1ccc(S(=O)(=O)NNC(=O)c2cnn(-c3ccccc3)c2-n2cccc2)cc1 | 3 | 6 | 0
COc1ccc(NC2=NC(=S)N(c3ccccc3C)C23CCCCC3)cc1 | -4 | 6 | -5
CCc1ccccc1NC(=O)CSc1ncn[nH]1 | -6 | 12 | -8
CCn1c(SCC(=O)Nc2nc(C)c(C)s2)nnc1-c1cccs1 | 1 | 6 | 2
Cc1cc(C)c(NC(=O)NC(=O)c2cccc(F)c2)c(C)n1 | -6 | 39 | -6
COC1=CC(=O)OC12CCCCC2 | 0 | -11 | 15
O=Cc1cn(-c2ccccc2)nc1-c1cc2cc(O)ccc2oc1=O | 5 | -9 | -1
[N-]=[N+]=CC(=O)CC(c1ccccc1)N1C(=O)c2ccccc2C1=O (centres undefined) | -2 | -2 | -10
COc1ccc(CCC(=O)NCc2cn3ccsc3n2)cc1 | 6 | -2 | 7
O=C(C1CCCC1)N(c1ccccc1)C1C=CS(=O)(=O)C1 (centres undefined) | -2 | 2 | 4
CC(c1ccco1)N(C(=O)C12CC3(C)CC(C)(CC(C)(C3)C1)C2)c1ccccn1 (centres undefined) | 1 | -3 | -10
COc1ccc(-c2cc3nnc(-c4ccccc4)nc3s2)cc1 | -7 | 4 | 11
COc1ccc(-n2c(NC(=O)c3ccco3)c(C#N)c3nc4ccccc4nc32)cc1 | 3 | -10 | -6
CCOC(=O)N1CCN(c2ccccc2O)CC1 | -1 | 4 | 1
N#Cc1c(NC(=O)CSc2ncn[nH]2)sc2c1CCCCC2 | -4 | -61 | -2
C/C(=N\NC(=O)c1ccc(C)cc1)C1C(=O)c2ccccc2C1=O | -6 | 33 | 6
COc1cc(CC(=O)OCC(=O)Nc2cc(S(=O)(=O)N3CCCC3)ccc2Cl)cc(OC)c1OC | -4 | -3 | 0
O=C(Nc1cc2c(cc1Br)OCCO2)c1ccco1 | 13 | 34 | -10
CC(C)c1ccc(N(CC(=O)NCCSC(C)(C)C)S(C)(=O)=O)cc1 | -5 | 38 | 0
COCCCNc1nc(-c2ccncc2)nc2ccccc12 | 8 | 18 | 12
CCc1cccc(CC)c1NC(=O)c1cccc(N)c1 | -1 | 5 | 0
CCCCC1CCC(C(=O)NCc2ccc3c(c2)OCO3)CC1 (centres undefined) | 3 | 2 | 2
O=C(O)CCc1nc2cccnc2n1Cc1ccccc1 | 2 | -10 | -4
CC(=O)c1c(C)[nH]c(C(=O)Nc2cccnc2)c1C | -11 | 10 | -6
CCc1c(C)c2ccc(OCC(=O)N(C)C)c(C)c2oc1=O | 6 | 2 | -1

Continued.
SMILES | RAD54 branch | esBAF inh | FN deposition inh
C/C(Cn1cnc([N+](=O)[O-])n1)=N\NC(=O)c1cccc(F)c1 | 6 | -3 | -4
O=C(NCCc1ccccn1)c1ccc(COc2ccccc2)o1 | -3 | 18 | 13
CCOC(=O)CSc1nnc(-c2ccc(NS(=O)(=O)c3ccc(C)cc3)cc2)o1 | -6 | 0 | 2
O=C(CSc1n[nH]c(-c2ccncc2)n1)NC1CCS(=O)(=O)C1 (centres undefined) | -11 | -3 | 0
O=c1cc(N2CCN(Cc3ccccc3)CC2)[nH]c(=O)n1Cc1ccc(F)cc1 | -3 | -5 | -6
CN(C)C(/C=C/Nc1ccc(F)cc1)=C(C#N)C#N | 3 | 1 | 5
COc1ccc(N2C(=O)CSC2c2ccncc2)cc1 (centres undefined) | -9 | -3 | -2
COc1ccc(N2CCN(C(=O)CCNS(=O)(=O)c3ccc4c(c3)CCC(=O)N4)CC2)cc1 | 7 | 4 | -4
N#Cc1c(NC(NC(=O)c2ccco2)C(=O)c2ccccc2)sc2c1CCCC2 (centres undefined) | -1 | 2 | -4
COCC(=O)NC1CCN(S(=O)(=O)c2ccc(C(=O)O)cc2)CC1 | -10 | -3 | -2
Cc1cc(C)c(C#N)c(SCC(=O)Nc2ccc3c(c2)OCO3)n1 | -10 | 19 | -5
O=C(CSc1nc(C2CC2)nc2ccccc12)N1c2ccccc2Sc2ccc(C(F)(F)F)cc21 | -2 | 15 | -4
N#CCCN1CCN(C(=S)c2ccc(-c3cc(Cl)ccc3Cl)o2)CC1 | -7 | -8 | 10
CC1(C)CC(=NO)CC(C)(C)N1 | -1 | -2 | 0
Cc1cc(O)c(C(C)C)cc1N=C1CSC(=O)N1 | -7 | -6 | 1
CCCCOC(=O)C1=C(C)NC2=C(C(=O)CCC2)C1c1cc(OC)ccc1OC (centres undefined) | 10 | 2 | -9
CC(C)COC(=O)N1CC(O)CC1C(=O)O (centres undefined) | 0 | 1 | 22
CCCCn1c(Cc2ccccc2)nnc1SCC(=O)Nc1cc(C)on1 | -13 | -6 | 11
Cc1ccc(SCC(=O)NNC(=O)C2CCCCC2)cc1 | -8 | 0 | 1
COc1ccc(NC(C)C(=O)Nc2ccc(C#N)cc2)cc1Cl (centres undefined) | -4 | 8 | 0
CSc1nc(C)cc(/C=C\c2ccccc2)c1C#N | -2 | 2 | 6
CC(=O)NCCCc1c[nH]c2ccc(Cl)cc12 | 7 | 16 | -22
O=S(=O)(NC1CCCC1)c1ccc(S(=O)(=O)NC2CCCC2)cc1 | -10 | -2 | -8
O=C(NC1(C(=O)NC2CCCC2)CCCCC1)c1ccc2c(c1)OCO2 | -3 | 5 | 7

An excerpt from further up, for reference:
SMILES | RAD54 branch | esBAF inh | FN deposition inh
CC(=O)NCCCc1c[nH]c2ccc(Cl)cc12 | 7 | 16 | -22
O=S(=O)(NC1CCCC1)c1ccc(S(=O)(=O)NC2CCCC2)cc1 | -10 | -2 | -8
O=C(NC1(C(=O)NC2CCCC2)CCCCC1)c1ccc2c(c1)OCO2 | -3 | 5 | 7

Further records follow:
SMILES | RAD54 branch | esBAF inh | FN deposition inh
Cc1[nH]n(-c2ccccc2)c(=O)c1C1(C(F)(F)F)C(=O)N(c2ccccc2)C2=C1C(=O)CC(C)(C)C2 (centres undefined) | -4 | -3 | -1
COC(=O)c1cccc(NS(C)(=O)=O)c1C | 2 | 3 | -4
Cc1cccc(NC(=O)CSc2nnc(-c3ccccc3)n2N)c1C | 5 | 3 | 0
Cc1ccc(N=C2SCCCN2C(=O)c2ccco2)cc1Cl | 6 | 16 | 3
CCCS(=O)(=O)Nc1cc(C(F)(F)F)ccc1OCCOC | -2 | 0 | 3
COc1ccc(C)c2sc(N3CCCC3)nc12 | -4 | -8 | 7
COc1ccc(N2CCN(C(=O)CSc3nnc(CNc4ccccc4)o3)CC2)cc1 | 1 | 1 | 9
COc1ccc(C2C(C(=O)O)CC(=O)N2c2ccc(OC)cc2)cc1 (centres undefined) | 2 | 0 | 4
Cc1cc(OCC(F)(F)C(F)(F)C(F)(F)C(F)F)nc(N)n1 | -8 | 50* | 4

Entries from the list above that contain fluorine:
SMILES | RAD54 branch | esBAF inh | FN deposition inh
Cc1[nH]n(-c2ccc([N+](=O)[O-])cc2)c(=O)c1C=NCCN1CCN(C(=O)c2cccc(F)c2)CC1 | 0 | -1 | -6
O=C(Nc1ccccc1N1CCN(c2ccc(F)cc2)CC1)c1ccccc1 | 4 | -17 | 6
Cc1cc(C)c2nc(C(F)(F)F)nc(N3CC(C)OC(C)C3)c2c1 (centres undefined) | -10 | -10 | 15
CCC(=O)c1ccc(N2CCN(C(=O)c3cc([N+](=O)[O-])ccc3N3CCN(C)CC3)CC2)c(F)c1 | -6 | -5 | -10
CC(=O)OCc1c(C(F)(F)F)nn(C)c1Oc1ccccc1 | -3 | -13 | -1
CCc1ccc(C2(O)CC(C(F)(F)F)=NN2C(=O)Cc2ccc([N+](=O)[O-])cc2)cc1 (centres undefined) | 1 | -1 | -4
Cc1cc(C)c(NC(=O)NC(=O)c2cccc(F)c2)c(C)n1 | -6 | 39 | -6
C/C(Cn1cnc([N+](=O)[O-])n1)=N\NC(=O)c1cccc(F)c1 | 6 | -3 | -4
O=c1cc(N2CCN(Cc3ccccc3)CC2)[nH]c(=O)n1Cc1ccc(F)cc1 | -3 | -5 | -6
CN(C)C(/C=C/Nc1ccc(F)cc1)=C(C#N)C#N | 3 | 1 | 5
O=C(CSc1nc(C2CC2)nc2ccccc12)N1c2ccccc2Sc2ccc(C(F)(F)F)cc21 | -2 | 15 | -4
Cc1[nH]n(-c2ccccc2)c(=O)c1C1(C(F)(F)F)C(=O)N(c2ccccc2)C2=C1C(=O)CC(C)(C)C2 (centres undefined) | -4 | -3 | -1
CCCS(=O)(=O)Nc1cc(C(F)(F)F)ccc1OCCOC | -2 | 0 | 3
Cc1cc(OCC(F)(F)C(F)(F)C(F)(F)C(F)F)nc(N)n1 | -8 | 50* | 4
